Source: PubChem BioAssay
G9a inh = blocks human histone lysine methyltransferase G9a. Q96KQ7. G9a H3K9 monomethylation, AlphaScreen, 2 h. Potency, µM (series often up to 102 µM), inactives show at the highest dose activity, negative = inhibition, usual class: inhibitors. hit rate 8.8% among 350,000; active = well fitted inhibition curve with a large enough effect; inconclusive = small, poorly fitted or top-dose-only effect; inactive = no such curve, though single readings can be large or run the other way; note: nearly all actives have a fitted effect of over 75% in size
Target sequence (Q96KQ7 913-1193 limits assumed): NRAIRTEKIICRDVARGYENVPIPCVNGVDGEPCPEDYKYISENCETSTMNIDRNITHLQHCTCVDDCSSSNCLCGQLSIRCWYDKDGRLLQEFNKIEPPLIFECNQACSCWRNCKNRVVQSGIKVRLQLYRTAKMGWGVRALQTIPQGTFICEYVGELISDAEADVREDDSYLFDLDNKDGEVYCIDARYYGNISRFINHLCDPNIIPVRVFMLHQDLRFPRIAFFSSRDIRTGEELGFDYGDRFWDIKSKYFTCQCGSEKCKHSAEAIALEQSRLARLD
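Compounds were preincubated with 20 nM G9a for 15 min, after which biotinylated H3K9 peptide (500 nM) and SAM (20 uM) started a 2 h room-temperature reaction. Monomethylated product was quantified by antibody-based AlphaScreen chemiluminescence.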
Starred values were filed as active, the others as inactive; u = inconclusive; [ ] = dose if it differs, or a comment. % is set by controls: 0 for no effect and ±100 for the full control effect; potency is the fitted concentration of half-maximal effect. This is a subset (hit frequency here may not be typical).

nr | G9a inh | mol
1 | 4%[12.7 µM] | O=C(c1ccco1)N1CCC2(CC1)CCN(c1ccccn1)CC2
2 | 0%[12.7 µM] | O=C(c1ccco1)N1CCC2(CC1)CN(Cc1cc(C(F)(F)F)cc(C(F)(F)F)c1)C2
3 | 8%[0.501 µM] | Cn1c(=O)c(-c2cc(F)cc(F)c2)nc2cncnc21
4 | 5%[0.501 µM] | Cc1noc(C)c1-c1ccc2ncnc(Nc3ccccc3)c2c1
5 | -1%[12.7 µM] | CC(C)NC(=O)N1CC2(CCN(C(=O)c3ccncc3)CC2)C1
6 | u | CCN1CCN(Cc2ccc3c(c2)Cc2ccccc2-3)CC1
7 | -5%[12.7 µM] | COCCn1c(=O)c(-c2cccs2)nc2cnc(Oc3ccc(OC)cc3)nc21
8 | -2%[0.501 µM] | COc1ccccc1CCn1c(=O)c(CCc2ccccc2)nc2cncnc21
9 | 6%[0.501 µM] | Cc1ccccc1-c1cc(N(C)Cc2ccco2)ncn1
10 | -6%[12.7 µM] | COCC(=O)N1CCC2(CC1)CN(Cc1nccs1)C2
11 | u | O=C(O)c1cc2ccccc2c(Cc2cc3ccccc3c(C(=O)O)c2O)c1O (tested in a mixture with another compound)
12 | -1%[12.7 µM] | COC(=O)N1CCC2(CCN(Cc3ccccc3OC)CC2)CC1
13 | 9%[0.501 µM] | CN(C)c1nc(-c2cccc(C#N)c2)nc2ccccc12
14 | -36%[0.501 µM] | CN(Cc1ccco1)c1ccnc(-c2cccc(C#N)c2)n1
15 | 33%[59 µM] | C=CCn1c(=O)c2c(nc(-c3ccccc3)n2C)n(C)c1=O
16 | -4%[12.7 µM] | O=S(=O)(c1ccccc1)N1CCC2(CCCN(Cc3nccs3)C2)CC1
17 | -6%[21.5 µM] | CN1CCCN([C@@H](c2ccccc2)c2ccc(Cl)cc2)CC1
18 | 7%[0.501 µM] | FC(F)(F)c1ccccc1-c1ccc2ncnc(NC3CC3)c2c1
19 | 9%[0.501 µM] | COc1ccc(CNc2ccnc(-c3cccc(NS(C)(=O)=O)c3)n2)c(OC)c1
20 | -19%[0.501 µM] | CN1CCN(c2ccnc(-c3ccoc3)n2)CC1
21 | -3%[0.501 µM] | CN(C)C(=O)c1ccc(-c2cncnc2Nc2ccccc2)cc1
22 | 13%[0.501 µM] | COc1cccc(-c2nccc(NCc3ccccc3)n2)c1
23 | -1%[12.7 µM] | COCC(=O)N1CCC2(CCCN(C(=O)Nc3ccc(OC)cc3)C2)CC1
24 | -2%[12.7 µM] | CC(C)CN1CCC2(CC1)CCN(C(=O)c1cc(C(F)(F)F)cc(C(F)(F)F)c1)CC2
25 | 2%[12.7 µM] | CCNc1ncc2nc(C)c(=O)n(Cc3cccc(OC)c3)c2n1
26 | 9%[0.501 µM] | FC(F)(F)c1ccccc1-c1nc(NC2CC2)c2ccccc2n1
27 | 23%[12.7 µM] | O=C(c1ccco1)N1CCC2(CC1)CN(c1ccccc1)C2
28 | -8%[12.7 µM] | Cn1cccc1C(=O)N1CCC2(CCCN(C(=O)Nc3cccc(C#N)c3)C2)CC1
29 | -3%[0.501 µM] | COc1ccccc1-c1ccc2ncnc(N3CCOCC3)c2c1
30 | 10%[59 µM] | CC[C@@H]1Cn2c(c3nc(-c4cc(Cl)cc(Cl)c4Cl)nc-3n(C)c2=O)N1
31 | -21%[2.33 µM] | Fc1ccc([C@H]2CCNCC2COc2ccc3c(c2)OCO3)cc1 (stereo partly drawn)
32 | 1%[0.501 µM] | COCCn1c(=O)c(C)nc2cnc(Nc3ccccc3)nc21
33 | -38%[2.33 µM] | NC(Cc1cc(I)c(Oc2cc(I)c(O)c(I)c2)c(I)c1)C(=O)O (stereo not drawn)
34 | -8%[2.33 µM] | COc1ccc2cc1Oc1ccc(cc1)CC1c3cc(c(OC)cc3CCN1C)Oc1c(OC)c(OC)cc3c1C(C2)N(C)CC3 (stereo not drawn)
35 | -5%[12.7 µM] | CC(=O)N1CCC2(CC1)CCN(c1cccc(-c3ccccc3)c1)CC2
36 | 22%[59 µM] | CN(CCc1ccc(Cl)c(Cl)c1)CCN1CCCCCC1
37 | -36%[2.33 µM] | COc1c(O)cccc1O
38 | -29%[2.33 µM] | COc1cc(O)c2c(=O)cc(C)oc2c1CC=C(C)C
39 | 24%[21.5 µM] | CC(=O)[C@H]1CC[C@@H]2[C@H]3CC=C4C[C@@H](O)CC[C@]4(C)[C@H]3CC[C@]12C
40 | 2%[0.501 µM] | COc1cccc(Cn2c(=O)cnc3cnc(N(C)C)nc32)c1
41 | 1%[0.501 µM] | COc1ccccc1-c1ccc2ncnc(NCCNC(C)=O)c2c1
42 | 3%[12.7 µM] | O=C(c1cccc(F)c1)N1CCC2(CC1)CCN(c1ccccn1)CC2
43 | 9%[0.501 µM] | CNc1ncnc2ccc(-c3ccccc3C#N)cc12
44 | 1%[12.7 µM] | O=C(c1cnccn1)N1CCC2(CCCN(c3ccccc3)C2)CC1
45 | -4%[12.7 µM] | COc1ccc(C(=O)N2CCC3(CC2)CCN(c2ccccn2)CC3)cc1
46 | -25%[12.7 µM] | O=C(c1cc(C(F)(F)F)cc(C(F)(F)F)c1)N1CCC[C@@]2(CCN(c3ncccn3)C2)C1
47 | 9%[12.7 µM] | O=c1c(-c2cc(F)cc(F)c2)nc2cnc(N3CCNCC3)nc2n1Cc1cccs1
48 | 8%[0.501 µM] | Cc1nc2cnc(Nc3ccccc3)nc2n(C[C@H]2CCCO2)c1=O
49 | 9%[0.501 µM] | CCNc1ncc2nc(C)c(=O)n(C3CC3)c2n1
50 | 10%[2.33 µM] | COC1C(O)CC(=O)OC(C)C/C=C/C=C/[C@@H](OC2CCC(N(C)C)C(C)O2)C(C)C[C@@H](CC=O)[C@@H]1O[C@H]1OC(C)[C@H](O[C@@H]2C[C@@](C)(O)C(O)C(C)O2)C(N(C)C)C1O (stereo partly drawn)

(list continues)
nr | G9a inh | mol
51 | -5%[0.501 µM] | COc1ccc(-n2c(=O)c(-c3cn(C)c4ccccc34)nc3cnc(N4CCNCC4)nc32)cc1
52 | -5%[0.501 µM] | COc1ccc(CNc2ccnc(-c3ccc(C(=O)N(C)C)cc3)n2)c(OC)c1
53 | 26%[59 µM] | NC(C(=O)O)C(CC(=O)O)c1ccc(Cl)cc1 (stereo not drawn)
54 | 0%[0.501 µM] | c1cncc(-c2cncnc2NC2CCNCC2)c1
55 | 27%[59 µM] | C[C@@](N)(C(=O)O)c1ccc(C(=O)O)cc1
56 | 0%[0.501 µM] | COc1ccc2[nH]cc(CCNc3ncnc4ccc(-c5cccc(C#N)c5)cc34)c2c1
57 | 1%[12.7 µM] | Cc1nc2cnc(OCc3ccccc3)nc2n(Cc2ccc(F)cc2)c1=O
58 | -1% | Cc1cc2oc(=O)cc(-c3ccccc3)c2c(C)c1/C=C/c1ccc(F)cc1
59 | 0%[0.501 µM] | c1ncc(-c2ccoc2)c(NC2CC2)n1
60 | 7%[0.501 µM] | COc1ccc(-n2c(=O)c(-c3ccccc3)nc3cncnc32)cc1
61 | -4%[0.501 µM] | COCCn1c(=O)c(C)nc2cnc(Oc3ccccc3)nc21
62 | 45% | O=C(OCc1ccccc1)[C@@H]1COC(c2ccc(Br)cc2)=N1
63 | 28%[59 µM] | CCCCCCCC/C=C\C/C=C\C/C=C\CCCC(=O)O
64 | 2%[12.7 µM] | COc1ccc(C(=O)N2CCC[C@@]3(CCN(C(=O)Nc4cccc(C#N)c4)C3)C2)cc1
65 | -26%[2.33 µM] | COc1cc2cc[n+]3cc4c(OC)c(OC)ccc4cc3c2cc1OC
66 | 4%[0.501 µM] | CC(=O)NCCNc1cc(-c2ccccc2C(F)(F)F)ncn1
67 | -33%[12.7 µM] | COc1ccc(Oc2ncc3nc(-c4ccc(OC)cc4)c(=O)n(Cc4cccs4)c3n2)cc1
68 | 27%[59 µM] | O=c1ncccn1[C@@H]1O[C@H](CO)C(O)[C@@H]1O (stereo partly drawn)
69 | 4%[0.501 µM] | CCNc1ncc2nc(-c3ccc(F)cc3)c(=O)n(Cc3ccc(F)cc3)c2n1
70 | 25%[0.501 µM] | Cc1cccc(CNc2ncncc2-c2ccccc2CN(C)C)c1
71 | 4%[0.501 µM] | COc1ccc(CNc2ncnc3ccc(-c4ccccc4C#N)cc23)c(OC)c1
72 | -5%[12.7 µM] | COc1ccc(C(=O)N2CCC3(CCCN(c4ccccc4)C3)CC2)cc1
73 | 30%[12.7 µM] | COc1ccc(C(=O)N2CCC3(CC2)CN(c2ccccn2)C3)cc1
74 | -8%[12.7 µM] | O=C(c1cnccn1)N1CCC2(CC1)CCN(c1ncccn1)CC2
75 | -3%[12.7 µM] | COCC(=O)N1CCC2(CC1)CN(C(=O)Nc1cccc(C#N)c1)C2

Gathered by group: the entries above with a Cl atom (4)
nr | G9a inh | mol
17 | -6%[21.5 µM] | CN1CCCN([C@@H](c2ccccc2)c2ccc(Cl)cc2)CC1
30 | 10%[59 µM] | CC[C@@H]1Cn2c(c3nc(-c4cc(Cl)cc(Cl)c4Cl)nc-3n(C)c2=O)N1
36 | 22%[59 µM] | CN(CCc1ccc(Cl)c(Cl)c1)CCN1CCCCCC1
53 | 26%[59 µM] | NC(C(=O)O)C(CC(=O)O)c1ccc(Cl)cc1 (stereo not drawn)

Retrieved by compound from the entries so far, five records:
nr | G9a inh | mol
64 | 2%[12.7 µM] | COc1ccc(C(=O)N2CCC[C@@]3(CCN(C(=O)Nc4cccc(C#N)c4)C3)C2)cc1
58 | -1% | Cc1cc2oc(=O)cc(-c3ccccc3)c2c(C)c1/C=C/c1ccc(F)cc1
52 | -5%[0.501 µM] | COc1ccc(CNc2ccnc(-c3ccc(C(=O)N(C)C)cc3)n2)c(OC)c1
53 | 26%[59 µM] | NC(C(=O)O)C(CC(=O)O)c1ccc(Cl)cc1 (stereo not drawn)
59 | 0%[0.501 µM] | c1ncc(-c2ccoc2)c(NC2CC2)n1

The results go on:
nr | G9a inh | mol
76 | 8%[12.7 µM] | N#Cc1cccc(NC(=O)N2CC[C@@]3(CCCN(C(=O)c4csnn4)C3)C2)c1
77 | 4%[12.7 µM] | COCCn1c(=O)c(-c2ccc(Cl)cc2)nc2cnc(Oc3ccc(OC)cc3)nc21
78 | -3%[59 µM] | CCCCCCCC/C=C\CCCCCCCC(=O)OCC(CO)OC(=O)CCCCCCC/C=C\CCCCCCCC (stereo not drawn)
79 | 5%[59 µM] | COc1ccc(Cl)cc1N=Nc1ncc[nH]1
80 | -32%[2.33 µM] | COc1c2ccccc2nc2occc12
81 | 0%[2.33 µM] | COC(=O)/C(C)=C/CC12OC(C)(C)C3CC(C=C4C(=O)c5cc6c(c(CCC(C)(C)Cl)c5OC431)OC1(C)CCC(=C(C)C)C6C1)C2=O (stereo not drawn)
82 | -34%[2.33 µM] | Cn1nnnc1SCC1=C(C(=O)O)N2C(=O)C(NC(=O)C(OC=O)c3ccccc3)C2SC1 (stereo not drawn)
83 | 2%[0.501 µM] | COc1cccc(Cn2c(=O)c(-c3cn(C)c4ccccc34)nc3cnc(N4CCOCC4)nc32)c1
84 | 0%[12.7 µM] | COCC(=O)N1CCC2(CCCN(Cc3ccccc3)C2)CC1
85 | -4%[12.7 µM] | O=C(c1csnn1)N1CCC2(CCCN(c3ccncc3)C2)CC1
86 | -6%[12.7 µM] | O=C(Nc1cccc(F)c1)N1CC2(CCN(C(=O)c3cccc(F)c3)CC2)C1
87 | 48%[0.501 µM] | Cn1cc(-c2nc3cncnc3n(Cc3ccccc3Cl)c2=O)c2ccccc21
88 | 2%[0.501 µM] | COc1cccc(Cn2c(=O)c(-c3cccs3)nc3cnc(N4CCOCC4)nc32)c1
89 | -14%[0.501 µM] | CN(C)c1ccc(-c2ccc3ncnc(N(C)Cc4ccco4)c3c2)cc1
90 | -3%[12.7 µM] | O=C(c1cnccn1)N1CCC2(CC1)CCN(c1ccccn1)CC2
91 | 10%[0.501 µM] | NC(=O)c1ccccc1-c1nc(-n2ccnc2)c2ccccc2n1
92 | u | COc1cc(COc2cc(N)c(Cl)cc2C(=O)CCC2CCN(CCNS(C)(=O)=O)CC2)cc(OC)c1
93 | 35%[59 µM] | NCCC(=O)O
94 | -1%[12.7 µM] | O=C(c1cccc(F)c1)N1CCC2(CC1)CN(Cc1ccccc1)C2
95 | 16%[21.5 µM] | CC[C@H](C)[C@@H]1O[C@]2(CC[C@@H]1C)C[C@H]1C[C@H](CC=C(C)[C@@H](O[C@@H]3C[C@H](OC)[C@H](O[C@@H]4C[C@H](OC)[C@H](O)[C@H](C)O4)[C@H](C)O3)[C@@H](C)C=CC=C3CO[C@@H]4[C@@H](O)C(C)=C[C@@H](C(=O)O1)[C@]34O)O2
96 | -6%[12.7 µM] | O=c1c(-c2cccc(F)c2)nc2cncnc2n1-c1ccccc1
97 | -1%[12.7 µM] | O=C(c1ccco1)N1CCC[C@@]2(CCN(C(c3ccccc3)c3ccccc3)C2)C1
98 | -4%[12.7 µM] | Cn1cccc1C(=O)N1CCC2(CC1)CN(C(c1ccccc1)c1ccccc1)C2
99 | 0%[12.7 µM] | CN1CC[C@@]2(CCCN(S(=O)(=O)c3ccccc3)C2)C1
100 | 61%[activator][59 µM] | CC(C)=CCC/C(C)=C/CC/C(C)=C/CO
101 | 5%[0.501 µM] | COCCn1c(=O)c(-c2ccc(F)cc2)nc2cnc(OC)nc21
102 | -15%[0.501 µM] | COc1cccc(Cn2c(=O)c(-c3cc(F)cc(F)c3)nc3cnc(N4CCOCC4)nc32)c1
103 | 2%[0.501 µM] | CCNc1ncc2nc(-c3cc(F)cc(F)c3)c(=O)n(C[C@H]3CCCO3)c2n1
104 | 10%[0.501 µM] | COCCn1c(=O)cnc2cnc(Oc3ccc(OC)cc3)nc21
105 | -11%[0.501 µM] | O=c1c(CCc2ccccc2)nc2cnc(N3CCNCC3)nc2n1C1CC1
